COUP-TFII inh: NR2F2 transcriptional activity inhibitors, primary screen, cell-based, luciferase reporter, HEK293T, luminescence; HEK293T NGFI-A luciferase reporter; 0.7% of 370,000 active; inhibition, % at 8.6 µM;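 active = inhibition above a per-plate cutoff, mean inhibition of test wells between control levels plus 3 SD, cut at about 38% in these data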;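 note: cells cotransfected with COUP-TFII expression vector driving the NGFI-A reporter; 0% = median of COUP-TF2 test wells and 100% = reporter-only cells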
Target sequence (P24468 whole entry, looked up): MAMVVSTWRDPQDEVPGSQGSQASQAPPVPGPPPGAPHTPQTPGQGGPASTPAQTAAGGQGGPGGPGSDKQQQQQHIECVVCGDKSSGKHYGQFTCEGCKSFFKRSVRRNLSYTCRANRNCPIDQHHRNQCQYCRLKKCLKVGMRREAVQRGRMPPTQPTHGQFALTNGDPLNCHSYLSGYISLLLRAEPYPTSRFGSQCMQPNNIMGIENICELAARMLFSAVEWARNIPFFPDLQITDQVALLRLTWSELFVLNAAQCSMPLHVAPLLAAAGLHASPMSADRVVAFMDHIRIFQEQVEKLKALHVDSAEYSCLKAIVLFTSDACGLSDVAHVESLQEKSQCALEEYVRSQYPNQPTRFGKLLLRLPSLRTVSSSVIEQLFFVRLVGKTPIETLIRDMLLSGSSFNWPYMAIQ
MC4R antag cAMP: MC4R antagonists of cAMP signaling, primary screen, cell-based, TR-FRET, antagonist arm of biased-ligand search | Melanocortin receptor 4 (Homo sapiens), P32245 | MC4R-expressing cells, MTII-stimulated cAMP, LANCE TR-FRET | inhibition, % at 6.5 µM | 0.48% of 360,000 active | AID 540295, 2011;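 active = inhibition above its plate's cutoff, the mean of tested wells on that plate plus 3 SD, cut at about 29% in these data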;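 note: 0% = Melanotan II alone and 100% = Melanotan II plus saturating MCL0020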
Target sequence (P32245 whole entry, looked up): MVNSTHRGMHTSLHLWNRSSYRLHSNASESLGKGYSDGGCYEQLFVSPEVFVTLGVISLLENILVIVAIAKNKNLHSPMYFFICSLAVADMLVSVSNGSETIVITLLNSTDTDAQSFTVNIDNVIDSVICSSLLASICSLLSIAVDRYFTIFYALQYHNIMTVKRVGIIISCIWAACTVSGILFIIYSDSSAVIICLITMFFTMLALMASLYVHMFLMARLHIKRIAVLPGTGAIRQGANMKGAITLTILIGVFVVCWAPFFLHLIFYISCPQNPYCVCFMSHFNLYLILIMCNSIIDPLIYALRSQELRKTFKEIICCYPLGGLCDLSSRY
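Material: U2OS-MC4R stable cell line | Reagent: Melanotan II challenge after compound preincubation | Doses: One concentration, 6.5 µM nominal | Incubation: 30-min compound preincubation, 1-h Melanotan II challenge, 1-h detection, room temperature | Signal: TR-FRET cAMP assay | Replicates: One well per compound, no replicates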
NCOA3 inh: SRC3 coactivator transcriptional activity inhibitors, primary screen, cell-based, luminescence. inhibition, % at 3.6 µM. AID 588352, 2011. HEK293 GAL4-SRC3 luciferase reporter. 0.17% of 360,000 active. Nuclear receptor coactivator 3 (Homo sapiens), Q9Y6Q9;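 active = inhibition above a per-campaign cutoff, the mean of all compounds plus 3 SD, cut at about 60% in these data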;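 note: 0% = DMSO-treated cells and 100% = gossypol-treated cells at 36 µM; higher means less SRC3-driven luciferase light from the GAL4 reporter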
EBV LMP1 NFkB: EBV LMP1-driven NF-kappaB luciferase reporter inhibitors, primary screen, cell-based, luminescence, single point. LMP1-induced NF-kappaB luciferase reporter cells. inhibition, % at 12.5 µM. 0.69% of 350,000 active; in the data active = inhibition above about 41%;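 note: 0% = neutral control wells and 100% = reference inhibitor control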
NOD2-RIPK2 inh: NOD2-RIPK2 binding disruptors in cells, primary screen, fluorescence, CHO cells, BLA complementation; inhibition, % at 4.98 µM; AID 624267, 2012; 0.38% of 360,000 active; CCF4 ratio; in the data active = inhibition above about 21%;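 note: 0% = vehicle only and 100% = reference blocker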
ABHD5-PLIN5 inh: ABHD5-PLIN5 interaction inhibitors, primary screen, cell lysate, split luciferase complementation, luminescence. 0.78% of 360,000 active. Perilipin-5 (Homo sapiens) + 1-acylglycerol-3-phosphate O-acyltransferase ABHD5 (Homo …. AID 602281, 2012. Split G. princeps luciferase complementation, 4 h. inhibition, % at 4 µM;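 active = inhibition above the mean inhibition across every tested compound plus 3 SD, cut at about 22% in these data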;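 note: 0% = DMSO only wells and the 100% control is not disclosed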
SRC1 inh: SRC1 coactivator transcriptional activity inhibitors, primary screen, cell-based, luminescence | Nuclear receptor coactivator 1 (Homo sapiens), Q15788 | HEK293 GAL4-SRC1 luciferase reporter | inhibition, % at 3.6 µM | 0.12% of 360,000 active;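 active = inhibition above the campaign mean plus 3 SD, with each screening campaign given its own cutoff, cut at about 60% in these data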;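 note: 0% = DMSO treated cells and 100% = gossypol at 36 µM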
NCOA2 inhibitor: inhibition of GAL4-SRC2 driven luciferase reporter, primary screen, SRC2 inhibitor project, cell-based, luminescence; inhibition, % at 9 µM; 0.17% of 370,000 active; HEK293 GAL4-SRC2 luciferase reporter;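 active = inhibition above the mean inhibition of all tested compounds plus 3 SD, set per campaign, cut at about 52% in these data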;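 note: 0% = DMSO treated cells and 100% = cells given Gossypol at 36 µM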
MC4R barr agon: MC4R agonists recruiting beta-arrestin, primary screen, cell-based, luminescence, agonist arm of biased-ligand search. activation, % at 8.9 µM. U2OS MC4R beta-arrestin complementation; percent of melanotan II response, DMSO zero. Melanocortin receptor 4 (Homo sapiens), P32245. 0.98% of 360,000 active;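 active = activation above a per-plate cutoff, the mean activation of sample wells on that plate plus 3 SD, cut at about 8% in these data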
NR5A2 inv ag: LRH-1 (NR5A2) inverse agonists, primary screen, cell-based, luminescence, HEK293T, StAR-luciferase reporter; Nuclear receptor subfamily 5 group A member 2 (Homo sapiens), O00482; LRH-1 transfected, 24 h; inhibition, % at 3.6 µM; 0.13% of 360,000 active;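 active = inhibition above the mean inhibition of all tested compounds plus 3 SD, cut at about 73% in these data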;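 note: 0% = DMSO wells and 100% = reporter-only cells lacking LRH-1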
TLR9-MyD88 block: inhibitors of TLR9-MyD88 association in cells, primary screen, cell-based, CHO, BLA complementation, fluorescence. CCF4 FRET ratio. 0.21% of 340,000 active. Toll-like receptor 9 (Homo sapiens) + Myeloid differentiation primary response protein …. inhibition, % at 4.98 µM;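 active = inhibition above the mean over all tested compounds plus 3 SD, cut at about 21% in these data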;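 note: 0% = DMSO only wells and 100% = clavulanate BLA inhibitor control wells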
* = called active by the depositor; · = no result given.

COUP-TFII inh	MC4R antag cAMP	NCOA3 inh	EBV LMP1 NFkB	NOD2-RIPK2 inh	ABHD5-PLIN5 inh	SRC1 inh	NCOA2 inhibitor	MC4R barr agon	NR5A2 inv ag	TLR9-MyD88 block	SMILES
-1	1	11	-18	-15	6	-2	1	-3.0	-10	8	C=CCN1C(=O)/C(=C2/Sc3ccc(OC)cc3N2C)SC1=Nc1ccccc1
-5	7	-11	-6	-3	8	-2	1	-2.7	4	3	Cn1c(SCC(=O)NC2CC2)nnc1-c1cccs1
-16	3	16	0	-10	-5	12	6	0.6	13	9	CC(C)OCCCNC(=O)Cn1ncc2c(=O)oc3ccccc3c21
-36	7	24	16	10	16	8	-8	2.0	-14	0	CCn1c(=O)cc(SCC(=O)N2CCN(Cc3ccc4c(c3)OCO4)CC2)c2ccccc21
45*	20	3	·	9	-6	-4	0	3.2	-11	·	CC(C)c1ccc(CC(=O)N2CCC2(C)C(=O)Nc2cnc3ccccc3c2)cc1 (stereo not given)
13	12	-3	·	2	-5	-7	-4	-0.8	-9	·	Cc1c(CC(=O)NCC(=O)NCC(=O)N[C@@H](Cc2ccccc2)C(=O)O)c(=O)oc2c(C)c(O)ccc12
-6	-2	21	-2	2	-10	-1	-12	-3.1	4	-7	O=C(CNC(=O)c1ccc(Br)o1)NCCc1ccc(F)cc1
5	-5	-7	1	-3	-14	-7	-8	-1.8	8	-11	CCOc1cc(C(=S)N2CCOCC2)ccc1OC(=O)c1ccccc1
-1	4	-8	0	2	3	-6	-1	-1.0	2	6	CCOC(=O)c1c(C)[nH]c(C)c1S(=O)(=O)N1CCOCC1
13	·	·	·	3	2	·	9	·	-23	·	O=C1NC[C@H](CCCCN2C[C@H](Cc3ccc(O)cc3)N(CCc3ccccc3)C(=O)C2=O)N(CC2CCCCC2)C1=O
2	3	16	-3	-4	-3	-5	-2	-0.6	12	1	CCOC(=O)c1ccc(NC(=O)CC2SC3=NCCN3C2=O)cc1 (stereo not given)
-19	14	18	3	-9	-14	5	-24	0.7	-23	-5	CCC(=O)OCCNc1cc(SCCC(=O)OC)c2nonc2c1[N+](=O)[O-]
12	14	13	9	3	4	6	-24	-1.2	7	0	O=C(O)c1cc(/C=C/C(=O)c2cc(F)ccc2O)c2c(c1)COCO2
10	11	-7	-4	-9	3	0	15	0.4	-1	6	COc1ccc(C)cc1NC(=O)CN1CCN(c2ccc(F)cc2)CC1
-9	5	25	7	-5	12	16	-8	0.3	22	5	CCN(CC)CCCn1c(C)cc2c(c1=O)C(c1cccc(Cl)c1)C(C#N)=C(N)O2 (stereo not given)
9	-2	2	-1	0	4	-2	0	-0.2	3	1	O=S(=O)(Nc1cccnc1)c1cccnc1
-8	14	12	-4	1	0	-6	13	8.9*	-7	9	COc1cc(/C=C/C(=O)OCC(=O)Nc2cc(S(=O)(=O)N(C)C)ccc2Cl)ccc1O
-6	8	-21	-1	-11	-2	-16	12	0.9	1	5	CC(=O)N1CCN(C(=S)Nc2ccc(Oc3ccccc3)cc2)CC1
21	1	0	1	1	5	6	4	-0.1	-3	-7	COc1cccc(NC(=O)C2C3C=CC4(O3)C2C(=O)N(CCCN2CCCC(C)C2)C4C(=O)NC2CCCCC2C)c1 (stereo not given)
-16	-17	-27	-14	0	-23	-50	-33	0.4	-64	-5	Cc1nnc(N/N=C/c2ccc(-c3ccccc3F)o2)n1N
-29	-3	-84	-22	-6	-2	-66	-51	-4.0	-73	6	CCc1ccc(NC(=O)Nc2cnccn2)cc1
-28	17	2	3	-4	-4	-1	-5	-2.5	-2	-9	COc1ccc(OC)c(NC(=O)CCn2c(=S)[nH]c3ccccc3c2=O)c1
19	-11	11	4	3	6	6	18	-1.6	10	-9	COc1ccc(N(C(=O)c2snc(C(N)=O)c2N)C(C(=O)NC2CCCC2)c2cc(OC)ccc2OC)c(OC)c1 (stereo not given)
-8	-9	20	0	-15	15	2	-14	-0.9	34	-1	O=C(NC(=S)NCc1cccnc1)c1ccc([N+](=O)[O-])cc1
5	-1	-2	11	-14	-7	-4	3	-0.1	8	2	CCOc1ccc(CN(C)CC(=O)Nc2ccc([N+](=O)[O-])cc2Cl)cc1

2 successive records from above, quoted:
COUP-TFII inh	MC4R antag cAMP	NCOA3 inh	EBV LMP1 NFkB	NOD2-RIPK2 inh	ABHD5-PLIN5 inh	SRC1 inh	NCOA2 inhibitor	MC4R barr agon	NR5A2 inv ag	TLR9-MyD88 block	SMILES
-8	-9	20	0	-15	15	2	-14	-0.9	34	-1	O=C(NC(=S)NCc1cccnc1)c1ccc([N+](=O)[O-])cc1
5	-1	-2	11	-14	-7	-4	3	-0.1	8	2	CCOc1ccc(CN(C)CC(=O)Nc2ccc([N+](=O)[O-])cc2Cl)cc1

Going on with the list:
COUP-TFII inh	MC4R antag cAMP	NCOA3 inh	EBV LMP1 NFkB	NOD2-RIPK2 inh	ABHD5-PLIN5 inh	SRC1 inh	NCOA2 inhibitor	MC4R barr agon	NR5A2 inv ag	TLR9-MyD88 block	SMILES
-15	5	-43	2	-16	17	-24	17	3.3	-18	-8	COCCCN(C(=O)c1cc(-c2ccco2)nc2ccccc12)c1c(N)n(Cc2ccccc2)c(=O)[nH]c1=O
8	7	-12	8	1	-4	1	-18	-2.6	-5	2	COC(=O)CC1C(=O)NCCN1C(=S)Nc1ccccc1 (stereo not given)
12	8	8	-1	-6	-1	-7	3	-2.2	-1	-6	CCC(CC)NC(=O)COC(=O)c1cc(Br)ccc1Cl
19	1	8	-19	-4	4	-18	10	0.3	1	-21	Cc1cccc(OCCN2C(=O)C(=O)c3cccc(C)c32)c1
9	6	-10	·	1	-6	-26	0	4.6	-27	·	CC(=O)Nc1cc(-c2cccc(CO)c2)cn2c(-c3cccc(C(F)(F)F)c3)cnc12
-15	5	-32	-14	1	-4	-48	-15	-0.1	-79	-1	O=C(c1ccco1)N1CCN(c2ncnc3c2cnn3-c2ccccc2)CC1
-6	5	-9	·	0	4	-1	10	2.0	-11	·	CCc1ccccc1Oc1nc2cc(-c3cccc(OC)c3)sc2c(=O)n1C
-6	5	29	-2	-5	-7	-6	4	-0.4	1	3	COc1ccc(NC(=S)NC23CN4CN(CN(C4)C2)C3)c(OC)c1
-25	8	2	-4	-8	4	-37	-46	-1.6	-55	-12	O=C(Nc1ccc(N2CCOCC2)cc1)c1cc(F)c(F)cc1Cl
17	5	-1	7	-2	-5	11	-2	1.4	-1	3	CC1CCCC(C)N1CC(O)COCc1ccccc1 (stereo not given)
-7	-5	-12	-8	-2	12	3	-24	3.1	30	7	C[C@H]1CN([C@@H](C)CO)C(=O)c2cc(Br)cnc2O[C@@H]1CN(C)S(C)(=O)=O
2	-4	24	-1	-1	-4	4	11	0.6	15	0	O=c1oc2ccccc2c(Nc2ccc(Cl)cc2)c1[N+](=O)[O-]
0	4	0	-8	6	4	-8	6	-1.7	3	-6	Cc1cccc(OCCCCNCc2ccccc2)c1
26	10	7	-9	5	2	-13	19	2.8	23	-4	CSCCC(C(=O)N1CC2(C)CC1CC(C)(C)C2)N1C(=O)c2ccccc2C1=O (stereo not given)
-19	4	-21	-2	-13	-4	-38	-15	-3.6	-24	-3	COc1cccc(CN(C)C(=O)c2ccc3c(=O)n4c(nc3c2)CCC4)c1OC
8	-7	-13	6	-4	5	0	-28	-0.8	0	0	O=C(NCC1CCCO1)c1ccc(S(=O)(=O)Nc2ccccc2F)cc1 (stereo not given)
-3	2	10	4	-6	1	-7	8	-0.1	-15	9	C[C@H]1CN([C@@H](C)CO)C(=O)CCCn2nncc2CO[C@H]1CN(C)C(=O)c1cc(-c2ccccc2)on1
10	0	7	-6	8	-1	9	8	0.2	15	0	COCCC(=O)N1CCC(Oc2ccc(C(=O)NCc3cccc(C)n3)cc2)CC1
-6	2	4	2	3	-3	-9	-28	-2.2	-11	-11	O=C(COC(=O)c1ccc(O)cc1O)NC(=O)Cc1ccccc1
14	-9	5	9	2	-5	-19	5	0.2	-2	5	O=c1oc2cc(O)ccc2c2oc3cc(O)ccc3c12
-25	6	12	-7	6	1	-23	23	-1.2	-3	4	Cc1c(C)n(CCc2c[nH]c3ccccc23)ccc1=O
2	11	8	-2	-1	2	-14	-21	-2.3	-8	-1	CCOC(=O)c1[nH]c(COC(=O)c2ccccc2NC(=O)c2ccco2)c(C(=O)OCC)c1C
-16	-2	9	-4	4	3	-3	-3	-0.7	2	-15	CCOC(=O)C(C)Oc1ccc(=O)n(-c2ccccc2)n1 (stereo not given)
-12	-5	-15	-9	2	-2	-10	-23	0.8	37	-2	CCOC(=O)c1[nH]c2ccccc2c1NC(=O)CC

Five compounds from above, ordered by formula weight, rising:
COUP-TFII inh	MC4R antag cAMP	NCOA3 inh	EBV LMP1 NFkB	NOD2-RIPK2 inh	ABHD5-PLIN5 inh	SRC1 inh	NCOA2 inhibitor	MC4R barr agon	NR5A2 inv ag	TLR9-MyD88 block	SMILES
2	-4	24	-1	-1	-4	4	11	0.6	15	0	O=c1oc2ccccc2c(Nc2ccc(Cl)cc2)c1[N+](=O)[O-]
-19	4	-21	-2	-13	-4	-38	-15	-3.6	-24	-3	COc1cccc(CN(C)C(=O)c2ccc3c(=O)n4c(nc3c2)CCC4)c1OC
2	11	8	-2	-1	2	-14	-21	-2.3	-8	-1	CCOC(=O)c1[nH]c(COC(=O)c2ccccc2NC(=O)c2ccco2)c(C(=O)OCC)c1C
-3	2	10	4	-6	1	-7	8	-0.1	-15	9	C[C@H]1CN([C@@H](C)CO)C(=O)CCCn2nncc2CO[C@H]1CN(C)C(=O)c1cc(-c2ccccc2)on1
-15	5	-43	2	-16	17	-24	17	3.3	-18	-8	COCCCN(C(=O)c1cc(-c2ccco2)nc2ccccc12)c1c(N)n(Cc2ccccc2)c(=O)[nH]c1=O

COUP-TFII inh, entries above that show a hit
COUP-TFII inh	MC4R antag cAMP	NCOA3 inh	EBV LMP1 NFkB	NOD2-RIPK2 inh	ABHD5-PLIN5 inh	SRC1 inh	NCOA2 inhibitor	MC4R barr agon	NR5A2 inv ag	TLR9-MyD88 block	SMILES
45*	20	3	·	9	-6	-4	0	3.2	-11	·	CC(C)c1ccc(CC(=O)N2CCC2(C)C(=O)Nc2cnc3ccccc3c2)cc1 (stereo not given)

Source: PubChem (several laboratories)

A portion of the library; count on the stated rates, not on these rows.
